IL-2 act: activates IL-2 in a cell-based reporter assay. IL-2 activation reporter assay, cell-based qHTS; stimulated with anti-CD3/CD4/CD28 beads; in transgenic mouse T cells. activation, % (series mostly up to about 46 µM). 360,000 tested, 0.065% active. AID 652025; in the data active = activation above about 50%; inconclusive = mostly about 30% to 49%; note: 0% is about no effect
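Readout: EGFP and DsRed signals by fluorescent plate cytometry. Unstimulated transgenic mouse T cells received compound 60 min before antibody-bead stimulation, then incubated 18 h at 37 degrees C.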
EPAC1 antag: EPAC1 (human) antagonism; O95398; EPAC1 GEF assay, Rap1b-BODIPY-GDP exchange fluorescence; Potency, µM (top dose mostly 115 µM), for inactives: at the top dose activity change, negative = inhibition, actives largely listed as inhibitors; 360,000 tested, 0.14% active;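 note: potency is the fitted concentration of half-maximal effect; plate controls were vehicle for no effect and positive control for full effect; nearly all actives have a fitted effect of over 50% in size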
PLK1 PBD inh: blocks phosphopeptide binding to human PLK1 polo-box domain. Plk1 PBD binding of FITC phosphopeptide, fluorescence polarization. 360,000 tested, 2.8% active. Potency, µM, for inactives: max response, negative = inhibition, actives largely listed as inhibitors. P53350; note: potency is the fitted concentration of half-maximal effect; series mostly up to about 57 µM; % is set by controls: 0 for no effect and ±100 for the full control effect; nearly all actives have a fitted effect of over 65% in size
PI5P4K alpha inh: blocks human PI5P4K alpha kinase activity; P48426; PI5P4Kalpha enzyme, ADP-Glo luminescence, 60 min; stronger effect = lower value; max response, %; 330,000 tested, 1.2% active; active = max response of -50% or lower; inconclusive = between -30% and -50%; inactive = -30% or higher; note: value at the top dose of about 77 µM; % is set by controls: 0 for no effect and ±100 for the full control effect
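Single end-point luminescence (ADP-Glo) quantified ADP from PI5P4Kalpha turnover; ATP 5 microM final, 1 h at RT, 0.1% CHAPS and 0.28 mM EGTA in HEPES pH 7.4.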
CCT chaperon mod: changes cytosolic chaperonin activity. 360,000 tested, 0.3% active. activity change, % (no concentration beside the values), hits read low. AID 651819. purified chaperonin ATPase assay, HTRF ADP detection, 30 min; in the data active = activity change below about -30%; note: % is set by controls: 0 for no effect and ±100 for the full control effect
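First, chaperonin was dispensed at 40 nM or 20 nM final depending on batch activity. Next, compounds were pinned at 76 uM and ATP added at 10 uM. After 30 min at 37 °C, ADP detection reagents ran 30 min at ambient temperature.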
EPAC1 agonist: EPAC1 (human) agonism; EPAC1 agonist qHTS, biochemical assay; response scale: 100% = response to 6.5 mM cAMP; Potency, µM (top dose mostly 154 µM), without a hit: top-dose activation, actives largely listed as activators; 360,000 tested, 0.073% active; AID 720707; note: potency is the fitted concentration of half-maximal effect; nearly all actives have a fitted effect of over 60% in size
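Normalized to 6.5 mM cAMP, activity reflects EPAC1-catalysed release of BODIPY-GDP from Rap1B, followed kinetically over 30 min at 480 nm excitation, 540 nm emission. Reaction contained 100 nM EPAC1, 250 nM Rap1B-BODIPY-GDP, 50 uM GDP.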
EPAC2 ag: activates human EPAC2 exchange factor; Q8WZA2; EPAC2 activation, biochemical qHTS; response scale: 100% = 6.5 mM cAMP response; Potency, µM (series often up to 154 µM), for the others: at the highest dose activation, hits mostly activators; 360,000 tested, 0.079% active; AID 720711; note: potency is the fitted concentration of half-maximal effect; nearly all actives have a fitted effect of over 50% in size
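Each well held 100 nM EPAC2, 250 nM RAP1B-BODIPY-GDP and 50 uM GDP. Fluorescence, read at 5-min intervals to 30 min, was referenced to a 6.5 mM cAMP positive control.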
WRN helicase inh: blocks human WRN helicase; WRN helicase unwinding, fluorescent forked duplex, kinetic; Potency, µM (series often up to 114 µM), inactives show at the highest dose activity change, negative = inhibition, actives largely listed as inhibitors; 360,000 tested, 0.46% active; AID 651768; note: potency is the fitted concentration of half-maximal effect; % is set by controls: 0 for no effect and ±100 for the full control effect; nearly all actives have a fitted effect of over 55% in size
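Enzyme (20 nM final) and test compound sit together 15 min at room temperature before substrate addition. Substrate is a single-forked duplex oligonucleotide (100 nM) labelled with fluorophore and quencher, with 2 mM ATP; helicase unwinding raises red fluorescence, read kinetically.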
Numbers without * were called inactive; ? = inconclusive; · = no result given; [ ] = dose if it differs, or a comment. Unless noted, calls come from the whole dose curve; as a rule, active = well fitted curve in the direction sought with a large enough effect; inconclusive = small, poorly fitted or top-dose-only effect, or another doubt; inactive = no such curve, though single readings can be large; an effect the other way counts as inactive or inconclusive.

SMILES	IL-2 act	EPAC1 antag	PLK1 PBD inh	PI5P4K alpha inh	CCT chaperon mod	EPAC1 agonist	EPAC2 ag	WRN helicase inh
CCN1CCN(c2cc3c(cc2F)c(=O)c(C(=O)O)cn3C2CC2)CC1	1.4	13%	0%	-1	2.6	-16%	-1%	1%
CSc1cc(C)nc(NC(C)=O)n1	-1.2	6%	-12%	·	1.2	10%	7%	-1%
Cc1ccccc1N1CCN(CCC(=O)Nc2ccc(F)cc2)CC1	0.4	-25%	0%	-1	0.1	0%	5%	2%
O=C(N=C1c2ccccc2CN1c1ccc(F)cc1)c1ccc(Cl)nc1	1.6	-3%	-11%	-3	-1.2	0%	-1%	-1%
COc1ccc(-c2csc(NC(=O)c3cccc(S(=O)(=O)N4CCN(C)CC4)c3)n2)cc1	-0.1	-1%	-4%	6	-0.6	0%	14%	-20%
O=C(COC(=O)/C=C/c1ccccc1)NNC(=O)c1ccc([N+](=O)[O-])cc1	-2.8	-4%	-2%	-1	-1.7	-3%	5%	7%
CCc1nnc(NC(=O)c2n[nH]c(=O)c3ccccc23)s1	1.9	22%	0%	4	1.2	-7%	1%	4%
O=Cc1cccn1-c1c(C(=O)O)cnn1-c1ccccc1	-2.1	-10%	2%	1	-0.6	-2%	1%	-2%
CC(C)c1ccc2[nH]c3c(c2c1)CCC/C3=N\NC(=O)c1ccncc1	-5.5	-12%	5%	0	-0.9	-8%	-13%	-5%
Cc1ccc(N2CCN(C(=O)c3cc(C(=O)c4ccccc4C)c[nH]3)CC2)c(C)c1	-0.1	2%	4%	14	0.6	16%	11%	-4%
O=C(Cn1c(C(=O)N2CCc3ccccc3C2)cc2sccc21)c1ccccc1	-0.4	17%	-26%	·	-1.9	14%	13%	-8%
COc1ccc(CCNC(=O)c2nonc2N)cc1	-0.4	1%	-8%	·	-1.7	13%	4%	0%
Cc1ccc(NC(=O)Cc2sc(C)nc2-c2ccc(C)cc2)cc1	1.6	3%	6%	-4	-0.7	5%	0%	-7%
CCc1nc2c(nnn2Cc2ccc(F)cc2)c(=O)[nH]1	-1.4	-1%	-5%	·	1.4	7%	5%	-4%
Cc1ccc2nc(/C(C#N)=C/c3ccc(O)c(O)c3)[nH]c2c1	2.0	?	?	-69*	1.5	2%	-1%	45µM*
Cc1ccc(C(=O)N2CCn3c(C)ccc3C2C)cc1 (stereo not drawn)	-0.2	3%	-4%	-5	0.1	9%	8%	-5%
O=C(c1ccco1)N1CCN(c2ccc([N+](=O)[O-])c(N3CCOCC3)c2)CC1	0.5	3%	-6%	-1	0.6	11%	9%	1%
COc1ccc(CN(C(=O)CN2C(=O)COc3ccccc32)C2CCCC2)c(OC)c1	-3.5	-5%	-9%	·	-0.1	9%	11%	-5%
COc1ccc(OC)c(C2/C(=C(/O)c3ccccc3)C(=O)C(=O)N2Cc2ccco2)c1 (stereo not drawn)	-1.2	3%	-3%	0	-1.3	2%	7%	-1%[57.1 µM]
O=C(c1ccc([N+](=O)[O-])cc1)n1nc(-c2ccccc2)nc1NCc1ccc(F)cc1	1.0	-7%	-9%	-7	4.2	-12%	-1%	1%
CN(C)C(CNC(=O)c1ccc(-c2ccccc2)cc1)c1ccccc1 (stereo not drawn)	1.1	-14%	-1%	2	0.7	-4%	1%	-19%
CC1(C(=O)NCc2ccc(C(F)(F)F)cc2)CCN1Cc1cc2ccccc2o1 (stereo not drawn)	-0.6	-12%	1%	21	2.8	-12%	7%	-7%
O=C1ON=C(c2ccccc2)/C1=C/c1cccnc1	-0.4	-12%	-23%	2	-3.4	-1%	8%	14%
Cc1cc(=O)oc(C)c1C(=O)NCc1ccc(F)cc1	1.6	0%	-2%	·	-0.1	21%	8%	-7%
O=C(CN1C(=O)COc2ccc(Cl)cc21)NC1CC1	0.0	-18%	-4%	2	-2.2	-4%	0%	-3%
Cc1onc(-c2c(F)cccc2Cl)c1C(=O)NCc1ccc(S(N)(=O)=O)cc1	0.8	9%	3%	0	-0.7	-5%	7%	7%
O=C(NC1CCN(Cc2ccccc2)CC1)c1ccccc1OCc1ccccc1	-0.3	1%	-6%	-4	-1.6	-11%	9%	2%
CCCn1nc(Oc2nc(NCC)nc(NC(C)C)n2)ccc1=O	-2.3	7%	-4%	1	1.2	1%	-1%	1%
COc1ccc(N(C(=O)c2ccncc2)S(=O)(=O)c2ccc3c4c(cccc24)C(=O)N3C)cc1	-3.7	5%	2%	-3	-0.8	-8%	-5%	3%
CCOP(=O)(OCC)/C(=N/OC(=O)c1cccc([N+](=O)[O-])c1)C(N)=O	0.6	10%	1%	-3	-0.7	-3%	-3%	1%
COc1ccc(S(=O)(=O)N2CCC(NC(=O)Nc3ccc(C)cc3)CC2)cc1	-0.5	-20%	-2%	3	-2.7	-15%	12%	-3%
CCOC(=O)C1(Cc2ccc(OC)cc2)CCN(C(=O)CCN2CCCC2=O)CC1	0.0	5%	-13%	1	-1.4	6%	16%	-1%
COC(=O)CSc1nnc(-c2ccc(S(=O)(=O)N3CCCC3)cc2)o1	-1.6	-22%	0%	3	-0.3	-11%	-2%	-11%
COC(=O)C/C=N/N=C1/NC(=O)/C(=C/C(=O)O)S1	0.8	2%	-2%	-71*	-0.7	2%	4%	-33%
CCn1c(Cc2ccccc2)n[nH]c1=S	-0.1	-12%	4%	1	-1.5	10%	4%	-3%
O=C(COC(=O)COc1cccc(Br)c1)Nc1c(Cl)cccc1Cl	0.1	-6%	-7%	1	1.3	-14%	-6%	-2%
COc1ccc(/C(O)=C2/C(=O)C(=O)N(CC3CCCO3)C2c2cccc(O)c2)cc1 (stereo not drawn)	-0.2	-9%	-9%	0	-1.3	0%	2%	6%
O=C(Nc1cc(S(=O)(=O)N2CCOCC2)ccc1Cl)c1cc([N+](=O)[O-])ccc1Cl	-0.3	0%	-3%	5	-2.1	-6%	6%	-9%
Cc1cc(C)cc(OCC(=O)O/N=C(\N)c2cccnc2)c1	0.7	16%	-1%	8	0.6	-3%	10%	7%
COc1cccc(OCC(O)CN2CCN(c3ccc(Cl)cc3)CC2)c1 (stereo not drawn)	-2.4	-20%	-8%	3	-0.6	4%	14%	1%
CCNC(=O)c1ccc(CSc2nc3ccccc3s2)cc1	-2.4	-19%	-4%	0	-0.1	-5%	0%	1%
Cc1ccc2nc(SCC(=O)c3c(N)n(C)c(=O)n(C)c3=O)[nH]c2c1	-0.4	-21%	-5%	-11	0.9	3%	4%	4%[57.1 µM]
CCN(CC(=O)Nc1c(F)cccc1F)C(=O)CSCC(=O)Nc1cccc(C)c1	-3.3	-13%	-1%	-1	-3.2	-9%	-2%	13%
COc1ccccc1CNc1nc(NCC2CC2)nc2ccsc12	-0.8	-17%	7%	?	0.5	-5%	1%	-9%
C#CCOCCOCCOCCNc1nc(N2CCN(C(=O)CCCCCCCCCCNC(=O)[C@H](CCCCN)n3cc(CCO)nn3)CC2)nc(N2CCN(C(=O)CCCCCCCCCCNC(=O)[C@H](CCCCN)n3cc(CCCC(=O)O)nn3)CC2)n1	0.1	-6%	-10%	?	2.2	-14%	-5%	21%
Cc1cc(NC(=O)c2cc(-c3cccc(OCC(C)C)c3)nc3ccccc23)no1	-1.4	13%	1%	0	1.9	-2%	-2%	-6%
NNC(=O)c1ccc(O)cc1O	2.2	6%	-7%	-9	-3.3	1%	-2%	-11%
Cc1cc(Br)ccc1NS(=O)(=O)c1c(C)[nH]c(=O)[nH]c1=O	-3.9	-19%	-16%	4	-3.6	-1%	8%	-10%
Cc1nnc2n(C3CCCCC3)c(=O)c3c4c(sc3n12)COC(C)(C)C4	0.1	-11%	-8%	2	-1.2	-5%	5%	7%
O=C1/C(=C/c2ccccn2)COc2ccccc21	-3.1	-6%	-15%	1	2.6	-9%	-11%	0%
Continued.
SMILES	IL-2 act	EPAC1 antag	PLK1 PBD inh	PI5P4K alpha inh	CCT chaperon mod	EPAC1 agonist	EPAC2 ag	WRN helicase inh
CCn1c(SCC(=O)Nc2ccc(C(C)=O)cc2)nc2c([nH]c3ccccc32)c1=O	-2.4	6%	-1%	0	-2.3	2%	-1%	-4%
O=C(NCc1ccccc1)c1ccc(Cl)nc1	-0.7	6%	?	-1	-19	2%	7%	-19%
Cc1cc(N2CCN(c3cccc(C)c3C)CC2)nc(-c2ccccc2)n1	-0.1	-14%	2%	32	-0.8	7%	0%	-10%
O=C(c1cccc(C(F)(F)F)c1)C1CCCN(C(=O)CN2CCOC2=O)C1 (stereo not drawn)	-0.4	0%	-2%	4	2.3	-4%	-1%	-9%
O=C(NC1CCC(O)CC1)c1ccc(S(=O)(=O)NCc2ccco2)cc1 (stereo not drawn)	0.5	13%	-1%	-7	-3.0	0%	-19%	0%
O=C(CC1SC(=O)N(Cc2ccc(Cl)cc2)C1=O)Nc1nccs1 (stereo not drawn)	1.4	7%	-6%	-3	1.5	-4%	-11%	3%
OCC1OC(Nc2ccccc2C=NO)C(O)C1O (stereo not drawn)	-1.8	19%	-3%	0	-0.7	-3%	6%	7%
CCn1c(CC(=O)Nc2ccccc2F)nnc1SCC(=O)N1CCOCC1	2.0	-2%	-1%	1	-1.5	7%	3%	-15%
COc1ccc(NC(=O)Cn2cc(C(=O)c3ccco3)c3ccccc32)cc1	-2.5	-3%	-8%	3	-1.2	4%	-7%	-16%
O=C(NC(=S)Nc1ccccc1)c1cc([N+](=O)[O-])ccc1N1CCOCC1	-1.2	-13%	-14%	1	-18	-6%	5%	-15%
O=C1CC(=O)N(c2cccc(F)c2)N1	-2.3	-7%	-8%	-2	-3.0	-6%	7%	-21%
CC(C)=CCC[C@H](C)CC1Cc2[nH]c(=S)[nH]c(=O)c2C(c2ccc(Cl)cc2)O1 (stereo partly drawn)	-0.8	?	-8%	-30	2.9	-25%	-11%	-21%
CCN(CC(=O)Nc1ccccc1C(F)(F)F)C(=O)Cc1ccc2c(c1)CCC2	1.1	-9%	0%	16	-13	-3%	-4%	6%

Four entries from above, with two lines to a compound:
The line under a structure holds: IL-2 act	EPAC1 antag	PLK1 PBD inh	PI5P4K alpha inh	CCT chaperon mod	EPAC1 agonist	EPAC2 ag	WRN helicase inh
Cc1onc(-c2c(F)cccc2Cl)c1C(=O)NCc1ccc(S(N)(=O)=O)cc1
  0.8	9%	3%	0	-0.7	-5%	7%	7%
CCNC(=O)c1ccc(CSc2nc3ccccc3s2)cc1
  -2.4	-19%	-4%	0	-0.1	-5%	0%	1%
Cc1ccc2nc(SCC(=O)c3c(N)n(C)c(=O)n(C)c3=O)[nH]c2c1
  -0.4	-21%	-5%	-11	0.9	3%	4%	4%[57.1 µM]
Cc1cc(NC(=O)c2cc(-c3cccc(OCC(C)C)c3)nc3ccccc23)no1
  -1.4	13%	1%	0	1.9	-2%	-2%	-6%

Compound activity from PubChem.

An excerpt; the hit share may differ from the screen's.
